Assay outcomes deposited in PubChem by several laboratories.
NCF1 inh: inhibitors of human p47phox binding; P14598; p47phox/p22phox peptide binding, fluorescence polarization, 2 h; inhibition, % at 24.7 µM; 220,000 compounds, 0.53% hits; AID 1274;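 active = inhibition above about 30%, limit read from the data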;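 also: 0% = p47phox with labelled peptide and 100% = labelled peptide alone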
Target sequence (P14598 whole entry, looked up): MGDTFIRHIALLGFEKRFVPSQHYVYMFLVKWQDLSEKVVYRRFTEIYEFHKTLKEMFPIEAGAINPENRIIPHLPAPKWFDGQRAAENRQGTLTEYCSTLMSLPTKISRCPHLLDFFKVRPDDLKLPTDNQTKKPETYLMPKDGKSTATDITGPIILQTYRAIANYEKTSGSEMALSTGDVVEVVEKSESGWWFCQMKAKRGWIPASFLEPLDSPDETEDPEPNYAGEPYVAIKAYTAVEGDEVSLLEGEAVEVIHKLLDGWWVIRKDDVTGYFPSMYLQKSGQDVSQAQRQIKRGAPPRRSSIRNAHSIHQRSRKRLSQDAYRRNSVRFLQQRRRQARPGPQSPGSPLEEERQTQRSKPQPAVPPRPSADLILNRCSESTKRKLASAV
Mdm2 ligase inh: inhibitors of human Mdm2 E3 ubiquitin ligase. AID 1230. 210,000 compounds, 0.11% hits. signal enhancement, % at 5 µM. Q00987. cell-based MDM2 ubiquitination luciferase reporter, 2 h; 0 = plate control, 100 = twice control, blank-subtracted;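 active = signal enhancement of 30% or more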;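 also: luminescence tracks abundance of the self-degrading MDM2-luciferase fusion protein; higher signal means inhibition of MDM2 E3 ligase activity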
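test system = mammalian cells stably expressing self-ubiquitinating, self-degrading MDM2 E3–luciferase fusion | quantity = 2000 cells/well | incubation = cell settling 4 h, compound treatment 2 h, both 37 °C | signal = luminescence with SteadyLite reagent, 15 min at room temperature | evaluation = % enhancement relative to plate controls after blank subtraction | benchmarks = plate controls and plate blanks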
TbHK1 inh: T. brucei hexokinase 1 inhibition | recombinant TbHK1, G6PDH-coupled NADH A340 | inhibition, % at 10 µM | 220,000 compounds, 0.11% hits | AID 1430;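 active = inhibition of 50% or more in the single-dose primary screen; inactive = inhibition below 50%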
Hck Nef HTS: inhibitors of human Hck kinase activated by Nef; P08631; Recombinant Hck-YEEI plus Nef, Z-Lyte FRET kinase assay; inhibition, % at 20 µM; 220,000 compounds, 0.68% hits; AID 463187;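 active = Hck-Nef kinase inhibition above about 50%, limit read from the data; inactive = inhibition below that limit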;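 also: 0% = DMSO with Hck plus Nef and 100% = Hck alone without Nef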
14-3-3 Bad inh: disrupts binding of bovine 14-3-3 zeta to phospho-Bad peptide; 220,000 compounds, 0.71% hits; AID 781; inhibition, % at 21.7 µM; P63103; TR-FRET 14-3-3zeta/Dy647-pBad peptide displacement, 1 h;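 active = inhibition above about 70%, limit read from the data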;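 also: 0% = full 14-3-3 plus peptide FRET controls and 100% = background without 14-3-3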
Target sequence (P63103 whole entry, looked up): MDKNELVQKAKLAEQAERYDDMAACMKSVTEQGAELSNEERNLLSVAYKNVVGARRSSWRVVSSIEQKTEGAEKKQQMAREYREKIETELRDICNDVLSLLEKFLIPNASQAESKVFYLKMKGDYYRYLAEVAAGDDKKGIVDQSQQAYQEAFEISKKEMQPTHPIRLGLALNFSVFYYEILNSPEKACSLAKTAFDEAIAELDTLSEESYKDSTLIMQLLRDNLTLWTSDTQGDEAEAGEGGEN
L929 necroptosis: blocks zVAD induced death of L929 cells. L929 zVAD necroptosis rescue, ATP luminescence, 24 h; with zVAD 60 µM. viability rescue, % at 10 µM. 220,000 compounds, 0.38% hits. AID 1377;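 active = activation, scaled between plate controls, above about 75%, limit read from the data; inactive = activation under that limit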;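 also: 0% = zVAD with DMSO and 100% = DMSO alone without zVAD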
Runt-CBFb FRET: inhibitors of human RUNX1 Runt domain binding to CBFb. Q01196+Q13951. Cerulean-Runt/Venus-CBFb FRET ratio 530/480, 1 h. inhibition, % at 20 µM. 220,000 compounds, 0.46% hits. AID 1496;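 active = inhibition over about 50% at 20 µM in the single-dose screen, limit read from the data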;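 also: 0% = DMSO wells and 100% = excess unlabeled CBFb competitor control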
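test system = Cerulean-Runt domain fusion protein, energy donor | probe or stimulus = Venus-CBFb binding partner, 100 nM | incubation = two 1 h room-temperature incubations shielded from light | detection = fluorescence energy transfer, 422 nm excitation, 530/480 nm emission | measure = loss of energy transfer signal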
Runt-SMMHC FRET: blocks binding of human RUNX1 Runt domain to CBFb-SMMHC | 220,000 compounds, 0.74% hits | Cerulean-Runt/Venus-CBFb-SMMHC FRET ratio 530/480, 1 h | inhibition, % at 20 µM | AID 1434;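 active = mean inhibition across duplicate retests at 20 µM reaching about 50%, limit read from the data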;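 also: 0% = DMSO wells and 100% = wells with excess untagged CBFb-SMMHC; inhibitors lower the FRET ratio by blocking Runt binding to CBFb-SMMHC; some results filed as inactive read as strong as hits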
EBV gp42 block: EBV gp42 inhibition. Q1HVG2. Fluorescence polarization binding assay, mP read-out. inhibition, % (tested at 21.74 µM). 220,000 compounds, 0.42% hits; in the data active = inhibition above about 50%
Target sequence (Q1HVG2 whole entry, looked up): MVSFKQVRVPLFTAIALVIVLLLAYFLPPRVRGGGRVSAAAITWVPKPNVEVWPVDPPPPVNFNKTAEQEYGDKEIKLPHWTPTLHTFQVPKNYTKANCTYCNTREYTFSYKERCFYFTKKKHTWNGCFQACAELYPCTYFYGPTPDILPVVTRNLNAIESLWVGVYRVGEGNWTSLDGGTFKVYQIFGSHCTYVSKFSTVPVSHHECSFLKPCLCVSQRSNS
Numbers without * were called inactive; / = not tested or not shown; [ ] = remark or other dose.

SMILES	NCF1 inh	Mdm2 ligase inh	TbHK1 inh	Hck Nef HTS	14-3-3 Bad inh	L929 necroptosis	Runt-CBFb FRET	Runt-SMMHC FRET	EBV gp42 block
COCc1cc(C)[nH]c(=O)c1C#N	5	-16	-29	2	-5	1.2	-2	4	3
Cc1ccc(CSCC(=O)N2CCCC2)cc1	-2	-8	0	15	0	4.2	1	-3	-3
CC1CCc2nc(NC(=O)Cc3cccs3)sc2C1 (centres undefined)	-18	-13	2	6	4	0.1	0	-6	-20
COC(=O)C(Cc1cncn1COCc1ccccc1)NC(=O)OC(C)(C)C (centres undefined)	-7	/	8	0	52[fluorescence artefact?]	-0.2	1	0	6
CCOC(=O)c1sc(=NC(=O)COc2ccc(Cl)cc2)n(C)c1C	3	22	-11	21	-14	3.7	-2	1	-9
CCc1ccc(-c2csc3ncn(CC)c(=O)c23)cc1	-17	-21	-1	21	-5	2.8	1	4	-7
CCC(CO)NCc1ccc(-c2ccccc2)cc1 (centres undefined)	-6	-11	2	1	3[fluorescence artefact?]	-0.1	2	0	-26
CCCSc1nsc(SCCC)c1C#N	-11	-19	4	1	9	0.7	1	4	-8
CCOC(=O)c1c(C)[nH]c(C(=O)COC(=O)/C=C/c2ccc3c(c2)OCO3)c1C	-35	-14	-15	13	5	0.3	0	4	-17
CCOc1ccc(NC(=O)c2cccs2)c([N+](=O)[O-])c1	-42	-34	-2	0	-1	0.3	-2	-7	-26
CCOC(=O)N1CCC(NC(=O)C(NS(=O)(=O)c2ccc3c(c2)CCN3C(C)=O)C(C)C)CC1 (centres undefined)	4	-14	4	-8	7	1.9	3	29	0
COc1ccc(-c2nc(N)nc(C(F)(F)F)c2-c2csc(C)n2)c(O)c1	-12	-18	-21	16	-1	-0.1	-1	-2	-5
O=C(COc1ccc(S(=O)(=O)NC2CCCCC2)cc1Cl)NCc1ccc2c(c1)OCO2	-1	-16	8	2	1	0.8	-1	1	-2
NS(=O)(=O)c1ccc(CCNc2nc(CN3CCCCC3)nc3sc4c(c23)CCC4)cc1	-6	-13	-7	-1	-8	-0.2	3	3	-7
Cn1c(N)c(C#N)c2c(c1=S)CSC(C)(C)C2	4	-1	-11	1	4[fluorescence artefact?]	1.1	-6	-27	7
CCOC(=O)Cn1c(=O)oc2ccc(C)cc21	-10	-19	-3	5	-7	1.2	1	-4	-13
O=C(Nc1ccc(Cl)cc1F)c1cc(S(=O)(=O)N2CCCCC2)ccc1F	-1	11	3	0	3[fluorescence artefact?]	/	-4	-8	6
O=C1c2cccc([N+](=O)[O-])c2C(=O)N1c1ccccc1	-4	-8	-4	1	10	0.1	1	0	-5
CCCCSc1nnc(-c2c[nH]c3ccccc23)n1C	-1	-9	9	8	4	12	1	-1	-9
CCCCN(CC)CCCNC(=O)CS(=O)(=O)Cc1nc(-c2cccc(OC)c2)oc1C	-6	-4	5	0	12	0.3	4	1	-11
O=C(NCCO)c1nc(NCCO)c2ccccc2n1	-7	-19	-11	0	-7[fluorescence artefact?]	0.0	1	0	-17
CC1Cc2ccccc2N1C(=O)C12CCC(C)(C(=O)C1)C2(C)C (centres undefined)	-9	-23	3	-1	-3	0.0	0	0	0
COc1ccc(N(C(=O)Cc2cccs2)C(C(=O)NC2CCCCC2)c2cccn2C)cc1OC (centres undefined)	8	-3	-8	-7	-5[fluorescence artefact?]	/	-2	-4	-4
Nc1nc(NC(=O)Cc2ccccc2)nn1-c1ccccc1	-8	0	-6	-3	-2[fluorescence artefact?]	-1.3	1	0	-7
Cc1n[nH]c(C)c1CCC(=O)N/N=C/c1c[nH]c2ccccc12	-3	-13	-13	5	0	0.6	1	-1	-5
COc1ccccc1NC(=O)NCCCl	13	-3	7	8	4	-0.7	0	-1	-11
Cc1ccnc(SCC(=O)O)n1	-14	-7	-8	1	-7[fluorescence artefact?]	0.7	1	-1	-6
CCOCCCN(CCC#N)S(=O)(=O)c1ccc(S(=O)(=O)N2CCCC2)cc1	-6	-12	1	4	10	0.2	2	2	3
O=C(CCS(=O)(=O)c1ccc(Br)cc1)NC1CCCC1	-8	2	8	0	4	0.2	3	1	0
CCN(CC)CCNS(=O)(=O)c1ccc2[nH]cc(C(=O)O)c(=O)c2c1	-14	0	-6	1	-1	0.3	3	-1	-2

Brought forward from above: two entries, then new ones.
SMILES	NCF1 inh	Mdm2 ligase inh	TbHK1 inh	Hck Nef HTS	14-3-3 Bad inh	L929 necroptosis	Runt-CBFb FRET	Runt-SMMHC FRET	EBV gp42 block
O=C(CCS(=O)(=O)c1ccc(Br)cc1)NC1CCCC1	-8	2	8	0	4	0.2	3	1	0
CCN(CC)CCNS(=O)(=O)c1ccc2[nH]cc(C(=O)O)c(=O)c2c1	-14	0	-6	1	-1	0.3	3	-1	-2
CN(Cc1ccccc1)c1nc2c(c(=O)[nH]c(=O)n2C)n1CCOc1ccccc1	-8	-55	33	3	-18	0.6	-5	0	1
Cc1ccc(C(=O)Nc2ccc(Cl)cn2)cc1	6	-54	2	4	3	7.6	1	4	0
Cc1cc(C)c(C(=O)CN2C(=O)NC3(CCCCCC3)C2=O)cc1C	4	-15	4	19	-2	5.2	-2	4	6
O=C(O)c1cccc(NC(=O)c2ccc3c(c2)C(=O)N(CC2CCCO2)C3=O)c1 (centres undefined)	-3	-15	-4	-5	-6	0.8	2	0	-8
COc1ccc(/C=C2\CCc3ccccc3C2=O)cc1Cn1cccn1	-13	-14	-13	1	15[fluorescence artefact?]	-1.0	-3	2	4
CCOC(=O)c1ccccc1NS(=O)(=O)c1ccc(C)cc1	-3	-4	-2	2	-6	-0.5	0	-2	-18
Cc1sc2ncnc(NCc3ccccc3)c2c1C	-20	-10	4	1	7	-0.2	/	-1	-15
Cc1ccc(NC(=O)C2c3ccccc3Oc3ccccc32)nc1	-12	7	3	20	2	1.9	-2	1	-8
Cc1cc(N(CC(=O)O)S(C)(=O)=O)ccc1Br	-2	18	-2	-7	-7	0.1	3	2	-12
CCCCn1c(SCC(=O)Nc2cc(C)on2)nnc1-c1ccco1	-5	-16	6	3	-16[fluorescence artefact?]	0.2	-2	2	-4

As a short view, 16 of the compounds above:
SMILES	NCF1 inh	Mdm2 ligase inh	TbHK1 inh	Hck Nef HTS	14-3-3 Bad inh	L929 necroptosis	Runt-CBFb FRET	Runt-SMMHC FRET	EBV gp42 block
COCc1cc(C)[nH]c(=O)c1C#N	5	-16	-29	2	-5	1.2	-2	4	3
Cc1ccc(CSCC(=O)N2CCCC2)cc1	-2	-8	0	15	0	4.2	1	-3	-3
CC1CCc2nc(NC(=O)Cc3cccs3)sc2C1 (centres undefined)	-18	-13	2	6	4	0.1	0	-6	-20
COC(=O)C(Cc1cncn1COCc1ccccc1)NC(=O)OC(C)(C)C (centres undefined)	-7	/	8	0	52[fluorescence artefact?]	-0.2	1	0	6
CCOC(=O)c1sc(=NC(=O)COc2ccc(Cl)cc2)n(C)c1C	3	22	-11	21	-14	3.7	-2	1	-9
CCc1ccc(-c2csc3ncn(CC)c(=O)c23)cc1	-17	-21	-1	21	-5	2.8	1	4	-7
CCC(CO)NCc1ccc(-c2ccccc2)cc1 (centres undefined)	-6	-11	2	1	3[fluorescence artefact?]	-0.1	2	0	-26
CCCSc1nsc(SCCC)c1C#N	-11	-19	4	1	9	0.7	1	4	-8
CCOC(=O)c1c(C)[nH]c(C(=O)COC(=O)/C=C/c2ccc3c(c2)OCO3)c1C	-35	-14	-15	13	5	0.3	0	4	-17
CCOc1ccc(NC(=O)c2cccs2)c([N+](=O)[O-])c1	-42	-34	-2	0	-1	0.3	-2	-7	-26
CCOC(=O)N1CCC(NC(=O)C(NS(=O)(=O)c2ccc3c(c2)CCN3C(C)=O)C(C)C)CC1 (centres undefined)	4	-14	4	-8	7	1.9	3	29	0
COc1ccc(-c2nc(N)nc(C(F)(F)F)c2-c2csc(C)n2)c(O)c1	-12	-18	-21	16	-1	-0.1	-1	-2	-5
O=C(COc1ccc(S(=O)(=O)NC2CCCCC2)cc1Cl)NCc1ccc2c(c1)OCO2	-1	-16	8	2	1	0.8	-1	1	-2
NS(=O)(=O)c1ccc(CCNc2nc(CN3CCCCC3)nc3sc4c(c23)CCC4)cc1	-6	-13	-7	-1	-8	-0.2	3	3	-7
Cn1c(N)c(C#N)c2c(c1=S)CSC(C)(C)C2	4	-1	-11	1	4[fluorescence artefact?]	1.1	-6	-27	7
CCOC(=O)Cn1c(=O)oc2ccc(C)cc21	-10	-19	-3	5	-7	1.2	1	-4	-13

The list continues.
SMILES	NCF1 inh	Mdm2 ligase inh	TbHK1 inh	Hck Nef HTS	14-3-3 Bad inh	L929 necroptosis	Runt-CBFb FRET	Runt-SMMHC FRET	EBV gp42 block
C/C(CC(=O)Nc1ccccn1)=N\NC(=O)c1cccc(C)c1	-9	-4	-1	11	-13	20	0	-1	-17
CC1=NN(C(=O)COc2ccc(C)c(C)c2)C(O)(c2ccccc2)C1 (centres undefined)	-3	-17	6	3	1[fluorescence artefact?]	0.0	1	1	-2
O=C(c1cccc(F)c1)N1CCN=C1SCc1cccnc1	-5	-12	4	-1	4	0.8	0	-4	-17
CC(C)(C)c1ccc(/C=N/NC(=S)NCc2ccccc2)cc1	-4	5	-7	2	3	1.3	2	0	-11
Cc1cccc(NC(=S)N2CCC(C(N)=O)(N3CCCCC3)CC2)c1C	-3	-9	4	0	-8	1.0	0	4	-24
O=C(C1=NN(c2ccccc2)C2C(=O)N(c3ccc(Cl)cc3)C(=O)C12)c1ccccc1 (centres undefined)	-23	-3	2	-5	1[fluorescence artefact?]	1.6	-336	-94	67*
COc1cc(C(N)=O)cc(Cl)c1OCc1ccccc1	-7	-1	3	3	-3	0.8	-3	1	-11
O=C(Nc1ccccc1-c1ccccc1)NC1CCN(C(=O)N2CCOCC2)CC1	-10	-7	-5	0	-6[fluorescence artefact?]	-0.1	-3	2	8
COC(C[C@H]1O[C@H]1[C@H](O)[C@@H](C)OCc1ccccc1)OC	-12	9	3	28	-1	-0.6	0	-1	-10
Oc1ccc(-c2[nH]ncc2-c2nc3ccccc3s2)c(O)c1	1	-9	1	23	-5	6.6	0	-2	1
COC(=O)c1scc(S(=O)(=O)C(C)(C)C)c1N	-4	-8	-5	4	-3	0.2	0	-1	-6
COc1ccc(C(C)=O)c2c(O)cccc12	5	0	-5	1	-2	0.4	6	-1	7
COc1ccc(CNC(=O)C/C(C)=N/NC(=O)C(c2ccccc2)c2ccccc2)cc1	-12	-7	2	2	8	91*	0	2	-13
Cn1c(SCC(=O)N/N=C/c2ccc([N+](=O)[O-])s2)nnc1-c1ccc(Cl)cc1	0	0	-1	4	-8	0.4	1	0	-16
CCC(C)(c1ccc(C=O)s1)c1ccc(C=O)s1	-5	-5	-1	0	2	0.0	2	-3	-8
COc1ccc(C(=O)CSc2nnc(CN3CCCC3)n2-c2ccc(F)cc2)c(OC)c1	-13	-7	4	-1	-18	0.2	-5	-2	-22
CN(C)S(=O)(=O)c1cc(NC(=O)[C@H](Cc2ccccc2)N2C(=O)c3ccccc3C2=O)ccc1Cl	-33	-1	2	5	1[fluorescence artefact?]	1.4	-1	0	-20
